Assay outcomes deposited in PubChem by several laboratories.
EBNA-1 inhibitor: EBNA-1 DNA-binding inhibitors, primary screen, biochemical, fluorescence polarization. inhibition, % at 14.8 µM. actives 0.34% (n = 300,000); in the data active means inhibition above about 28%
AHR act: AHR activators, primary screen, cell-based, luminescence, luciferase reporter, human | Aryl hydrocarbon receptor (Homo sapiens), P35869 | AHR-responsive luciferase reporter cells | activation, % at 5 µM | actives 2.5% (n = 320,000) | AID 2796, 2010; in the data active means activation above about 47%;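 further: 0% = vehicle wells and 100% = reference agonist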
MEP2 TOR yeast: modulators of MEP2-GFP levels in yeast, primary screen, S. cerevisiae, multiplex flow cytometry, MLPCN library | S. cerevisiae MEP2-GFP strain, 3 h; 100% = DMSO control level | GFP response vs DMSO, % at 10 µM | actives 0.51% (n = 330,000) | AID 2016, 2009;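 active means GFP response versus DMSO above a set limit, roughly screen mean plus 3 SD, cut at about 180% in these data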;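 further: median GFP fluorescence of the barcode-gated MEP2-GFP cells per well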
RPL19A-GFP yeast: RPL19A-GFP expression modulators in yeast, primary screen, cell-based, S. cerevisiae, multiplex flow cytometry, MLPCN. S. cerevisiae RPL19A-GFP strain, 3 h; stronger effect = lower value. percent response vs DMSO, % at 10 µM. actives 0.3% (n = 330,000). AID 2025, 2009;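 active means percent response vs DMSO below 50%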;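 further: median channel GFP fluorescence of the barcoded RPL19A-GFP strain; ratio of sample median GFP to plate DMSO average so 100% = DMSO; lower means less RPL19A-GFP as with rapamycin TOR inhibition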
ZTA counter: counter-screen for EBNA-1 inhibitors: inhibitors of Epstein-Barr virus ZTA; ZTA-DNA binding, fluorescence polarization; inhibition, % at 11 µM; actives 0.15% (n = 320,000); in the data active means inhibition above about 33%
LAP4 TOR yeast: modulators of LAP4-GFP expression in yeast, primary screen, S. cerevisiae, multiplex flow cytometry, MLPCN library | 3 h; median GFP as percent of DMSO wells | actives 0.34% (n = 320,000) | GFP response vs DMSO, % at 10 µM;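 active means GFP response vs DMSO above a set limit, about the screen mean plus 3 SD, cut at about 150% in these data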
proCasp7 act: procaspase-7 activators, primary screen, counter-screen for procaspase-3 activator project, biochemical, absorbance, HTS, human. Caspase-7 (Homo sapiens), P55210. recombinant procaspase-7, Ac-DEVD-pNA absorbance 405 nm; D23A/D198A/D206A triple mutant, cannot self-cleave; scale: DMSO 0, 5 µM enzyme 100. activation, % at 8.5 µM. actives 0.093% (n = 330,000). AID 463210, 2010;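 active means percent activation above the screen-wide mean plus 3 SD, cut at about 25% in these data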
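Replicates: singlicate. Assay system: Procaspase-7 triple mutant (PC-7 D3A). Signal: 405 nm absorbance of p-nitroaniline. Times: 1 h preincubation, 2 h reaction. Buffer or medium: Zinc-free HEPES pH 7.4 with 300 mM NaCl, 0.01% Triton X-100. Also added: DEVD-pNA substrate. Benchmarks: DMSO wells as 0%, DMSO with 5 µM added PC-7 as 100%.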
proCasp3 act: activators of human procaspase-3 D3A mutant, primary screen, biochemical, absorbance, PC-3 D3A mutant, single concentration | recombinant procaspase-3 D3A, Ac-DEVD-pNA absorbance 405 nm | activation, % at 8.5 µM | Caspase-3 (Homo sapiens), P42574 | actives 0.11% (n = 330,000) | AID 463141, 2010;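 active means activation above the mean of all tested compounds plus 3 SD, cut at about 21% in these data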;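 further: 0% = DMSO alone and 100% = DMSO wells spiked with extra 5 µM PC-3 D3A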
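Technique: 405 nm absorbance of p-nitroaniline, reads at 0 and 120 min; Test system: Procaspase-3 D3A mutant; Incubation: 1 h enzyme-compound preincubation, then 2 h substrate reaction, 25 °C; Repeats: singlicate, each compound tested once; Benchmarks: low control DMSO wells, high control DMSO plus 5 µM PC-3 D3A.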
The depositor's hits bear a star; / = not tested or not shown.

SMILES | EBNA-1 inhibitor | AHR act | MEP2 TOR yeast | RPL19A-GFP yeast | ZTA counter | LAP4 TOR yeast | proCasp7 act | proCasp3 act
N#Cc1ccc(OCC(=O)Nc2ccccc2NS(=O)(=O)c2cccs2)cc1 | -13 | 10 | 113 | 87 | -13 | 91 | 4 | -12
O=C(CN1CCN(C(=O)c2cncn2-c2ccccc2)CC1)Nc1ccccc1Cl | / | 5 | 98 | 90 | 1 | 94 | 2 | 3
S=C(Nc1ccc(Br)cc1Cl)N1CCC2(CC1)OCCO2 | -16 | 1 | 101 | 105 | -18 | 102 | -23 | -5
CN(CC(=O)Nc1cccc(F)c1)CC(=O)Nc1cccc(S(=O)(=O)N2CCCCC2)c1 | / | 4 | 102 | 103 | -22 | 107 | -5 | -9
COc1cccc2cc(-c3nc4ccccc4[nH]3)c(=O)oc12 | 5 | 72* | 106 | 88 | 20 | 94 | 20 | 3
Cc1cccc(C(=O)Oc2cc(C)[nH]c(=O)c2[N+](=O)[O-])c1 | 5 | 0 | 106 | 97 | -5 | 119 | 2 | 2
O=C1NC(=O)N(Cc2ccccc2)C1=O | -22 | 2 | 105 | 99 | -3 | 90 | -1 | 0
COCCNC(=O)c1ccc2c(=O)n(Cc3ccco3)c(SCC(=O)Nc3ccc(OC)cc3OC)nc2c1 | 2 | 1 | 100 | 100 | 4 | 84 | 4 | 1
Cc1cc(C)nc(N2CCC(C(=O)Nc3ccc4c(c3)CCC4)CC2)n1 | 6 | 5 | 110 | 101 | -3 | 102 | 1 | 10
C=CCn1nc(-c2ccccc2)c(N2CCCCC2)cc1=O | 0 | 0 | 104 | 103 | -6 | 93 | 9 | -6
COc1ccccc1-n1nnnc1S(=O)(=O)Cc1ccc(Cl)cc1 | 1 | 1 | 107 | 102 | 19 | 108 | 5 | 5
CC1CCC2(CC1)NC(=O)N(CC(=O)N1CCN(S(=O)(=O)c3ccc4c(c3)CCC4)CC1)C2=O (stereo unspecified) | / | -1 | 98 | 93 | -4 | 95 | 3 | -3
CN(C)S(=O)(=O)c1cccc(-c2nn(-c3ccccc3)cc2/C=C(/C#N)C(=O)NCc2ccco2)c1 | 2 | 5 | 97 | 101 | 8 | 80 | -1 | -4
Fc1ccc(CN2CCCN(C(=S)Nc3ccc(F)cc3)CC2)cc1 | -7 | -3 | 98 | 94 | -5 | 103 | -1 | -7
Oc1ccc(/C=N/Nc2nc(N3CCCC3)nc(N3CCCC3)n2)cc1O | 7 | 11 | 97 | 94 | 12 | 100 | -6 | -2
COc1cccc(-n2c(=O)n(Cc3ccccc3)c(=O)c3[nH]cnc32)c1C | 2 | -2 | 92 | 96 | 12 | 102 | 3 | 4
COC(=O)c1cc(CSc2nnc(NC3CCCCC3)s2)oc1C | -7 | 4 | 100 | 97 | -4 | 100 | -3 | 6
O=c1c2cnn(-c3ccccc3)c2nnn1Cc1ccccn1 | -10 | 27 | 105 | 102 | 5 | 115 | 5 | 9
O=C(NC(=S)N1CCN(C/C=C/c2ccccc2)CC1)c1cccnc1 | 7 | 3 | 109 | 99 | -4 | 104 | -2 | 5
O=C(NC1CC1)c1sccc1-n1cccc1 | 1 | -1 | 103 | 102 | -2 | 101 | -6 | 1
COc1ccc(/C=C/C(=O)Nc2ccccc2F)cc1S(=O)(=O)N1CCOCC1 | / | 3 | 120 | 107 | / | 132 | 4 | 8
CC(C)N1CCC(N2CCN(C/C=C/c3ccc(F)cc3)CC2CCO)CC1 (stereo unspecified) | -5 | 2 | 100 | 103 | 14 | 94 | -4 | 1
Cc1cc(NC(=O)Cn2nc(-c3ccccc3F)ccc2=O)ccc1-n1cnnn1 | 0 | 1 | 103 | 104 | 4 | 94 | 3 | 4
O=C(Nc1ccsc1C(=O)O)c1ccccc1 | -5 | 5 | 100 | 91 | 11 | 100 | 9 | 3
CC1CCN(S(=O)(=O)c2nnc(NC(=O)c3cccc(Cl)c3)s2)CC1 | 7 | 3 | 97 | 93 | -7 | 100 | 8 | 4
COc1ccc2nc(C(F)(F)C(F)(F)F)c(C#N)c(N)c2c1 | -9 | 15 | 96 | 96 | -10 | 100 | -7 | -2
CC(=O)Nc1ccc(C(=O)N/C(=C/c2ccccc2)C(=O)Nc2cccc(C(=O)O)c2)cc1 | 3 | 2 | 96 | 95 | -2 | 93 | 3 | 9
O=S(=O)(NCCC1CC1(Cl)Cl)c1ccccc1 (stereo unspecified) | -14 | -1 | 102 | 102 | -17 | 118 | 9 | 5
COc1ccc(C2CC(c3cccs3)=NN2C(=O)CSc2nncs2)cc1OC (stereo unspecified) | -13 | 0 | 97 | 93 | -9 | 100 | 6 | -8
Cc1nc2sc3c(c2c(=N)n1N)CC(C)(C)OC3 | 7 | -2 | 99 | 101 | 2 | 97 | 2 | -2

Arranged by formula weight (low to high): part of the list above.
SMILES | EBNA-1 inhibitor | AHR act | MEP2 TOR yeast | RPL19A-GFP yeast | ZTA counter | LAP4 TOR yeast | proCasp7 act | proCasp3 act
Cc1nc2sc3c(c2c(=N)n1N)CC(C)(C)OC3 | 7 | -2 | 99 | 101 | 2 | 97 | 2 | -2
Cc1cccc(C(=O)Oc2cc(C)[nH]c(=O)c2[N+](=O)[O-])c1 | 5 | 0 | 106 | 97 | -5 | 119 | 2 | 2
COc1cccc(-n2c(=O)n(Cc3ccccc3)c(=O)c3[nH]cnc32)c1C | 2 | -2 | 92 | 96 | 12 | 102 | 3 | 4
Oc1ccc(/C=N/Nc2nc(N3CCCC3)nc(N3CCCC3)n2)cc1O | 7 | 11 | 97 | 94 | 12 | 100 | -6 | -2
CC(C)N1CCC(N2CCN(C/C=C/c3ccc(F)cc3)CC2CCO)CC1 (stereo unspecified) | -5 | 2 | 100 | 103 | 14 | 94 | -4 | 1
COc1ccc(/C=C/C(=O)Nc2ccccc2F)cc1S(=O)(=O)N1CCOCC1 | / | 3 | 120 | 107 | / | 132 | 4 | 8

Later entries
SMILES | EBNA-1 inhibitor | AHR act | MEP2 TOR yeast | RPL19A-GFP yeast | ZTA counter | LAP4 TOR yeast | proCasp7 act | proCasp3 act
CN(C)CCSc1nc2cc(S(=O)(=O)N3CCCCC3)ccc2o1 | / | 2 | 97 | 98 | / | 97 | 9 | -4
Cc1ccc2nc(Cl)c(C#N)cc2c1 | 12 | 0 | 98 | 99 | -4 | 97 | 2 | 1
COc1ccc(F)cc1S(=O)(=O)NC1CC(C)(C)NC(C)(C)C1 | -9 | 0 | 112 | 108 | 7 | 108 | 2 | 1
COc1cc(C2OC(=O)C3C(c4ccc(OC(C)=O)c(OC)c4)OC(=O)C23)ccc1OC(C)=O (stereo unspecified) | 2 | -2 | 102 | 95 | 5 | 105 | 0 | 2
CCOC(=O)c1[nH]c2cc(OC)c(OC)cc2c1NC(=O)CN(C)C1CCCCC1 | 1 | 7 | 105 | 109 | 8 | 102 | 7 | 2
CCc1ccc(NC(=O)CCn2nc(C)c(S(=O)(=O)N3CCCCC3)c2C)cc1 | -4 | 2 | 104 | 96 | -7 | 88 | 4 | 6
COCCNC(=S)c1ccc(OC)cc1 | 8 | 4 | 106 | 97 | 9 | 106 | -6 | -7
N#Cc1c(-c2ccccc2)ccnc1Oc1ccccc1 | -1 | 9 | 97 | 96 | -9 | 100 | 3 | 4
COCCNC(=O)c1ccc(C)cc1C | 9 | -1 | 87 | 93 | 6 | 95 | 1 | -3
Cc1ncc([N+](=O)[O-])n1Cc1ccc(F)cc1 | -4 | -1 | 103 | 124 | 16 | 122 | 2 | 1
Cc1ccc(Cn2ncc3c(N4CCN(Cc5ccc(Cl)cc5)CC4)ncnc32)cc1 | 2 | -3 | 101 | 93 | -9 | 101 | -8 | -1
O=C(Cc1ccc([N+](=O)[O-])cc1)N/N=C/c1ccco1 | -4 | 1 | 94 | 96 | 4 | 119 | 0 | 11
Cc1ccc(OCCC(=O)OCC(=O)Nc2cc(C)nn2-c2ccccc2)cc1 | 3 | -3 | 101 | 102 | 2 | 101 | 6 | 1
CCN(CC)S(=O)(=O)c1ccc(C)c(NC(=O)Cn2c(=O)cnc3ccccc32)c1 | -2 | 1 | 101 | 101 | 0 | 98 | 12 | -5
COc1ccc(C2CC3(O)CC(C#N)(C(=O)N3)C2(C#N)C#N)cc1 (stereo unspecified) | -5 | 14 | 93 | 100 | -6 | 109 | 0 | 2
O=C(c1cccc(C(=O)N2CCN(c3ccc(F)cc3)CC2)c1)N1CCN(c2ccc(F)cc2)CC1 | 1 | -5 | 101 | / | 9 | 98 | 5 | 1
Cc1cc(Nc2ccccc2Cl)nc(-c2ccccc2O)n1 | -20 | 7 | 105 | 97 | -9 | 103 | -10 | 6
N=C1SCC(=O)N1c1nc(-c2ccccc2)cs1 | 0 | 12 | 106 | 103 | 4 | 94 | -4 | 4
CCCCC(=O)O | 1 | 1 | 105 | 103 | 6 | 100 | -1 | 1
Cc1ccc(C(C(=O)NC2CCCC2)N(Cc2cccs2)C(=O)c2csnn2)o1 (stereo unspecified) | -1 | -2 | 103 | 105 | -10 | 116 | -3 | 1
CCOC(=O)c1[nH]c(CO)c(C(=O)OCC)c1C | -3 | 2 | 99 | 90 | 9 | / | 6 | 2
NNC(=O)c1ccc(Cn2cc(Br)c(N)n2)cc1 | 4 | 16 | 91 | 93 | 13 | 101 | -1 | -11
O=C(N1CCN(c2ccccn2)CC1)C(Cl)(Cl)Cl | 6 | 17 | 100 | 99 | -4 | 92 | 5 | -1
CCc1cc(C(=O)OC)c(NC(=O)CC2NCCNC2=O)s1 (stereo unspecified) | 7 | -2 | 105 | 98 | 15 | 93 | 13 | -1
CC1CCN(C(=O)CSc2nc3ncccc3[nH]2)CC1 | -10 | 7 | 97 | 100 | 3 | 92 | -2 | 1
c1ccc(NCCCNc2ccccc2)cc1 | -1 | -5 | 102 | 100 | -4 | 102 | -1 | 0
Clc1ccccc1-c1ccc(/C=N/Nc2nncc(-c3ccccc3)n2)o1 | 2 | 29 | 102 | 102 | -3 | 92 | 12 | 8
Cc1ccc(-c2csc(NC(=O)C3CC(=O)N(Cc4ccco4)C3)n2)cc1 (stereo unspecified) | -2 | 7 | 103 | 100 | 12 | 101 | 3 | -3
Fc1ccc(-c2cc(C(F)(F)F)nc(-n3cccn3)n2)cc1 | -2 | 14 | 90 | 99 | 4 | 112 | 15 | 0
CN(C)c1cccc(C(=O)NCc2ccc(Cl)cc2)c1 | -10 | 4 | 97 | 90 | 8 | 96 | -8 | -7
COc1ccc(CN2CCc3ccc(NC(=O)CCc4ccccc4OC)cc3C2)c(O)c1 | -16 | 10 | 96 | 100 | -20 | 95 | -1 | 13
O=C(Nc1ccc(F)cc1F)c1cc(=O)n(-c2ccccc2)c(=O)[nH]1 | -10 | -6 | 105 | 107 | -4 | 92 | -12 | 3
CC(C)(C)N(Cc1ccccc1)C(=O)COC(=O)/C=C/c1ccc2c(c1)OCO2 | / | 13 | 98 | 92 | -22 | 83 | 11 | -5
CCN1C(=O)CSC1=Nc1ccc(OC)cc1 | 10 | -1 | 104 | 99 | -4 | 98 | 3 | -1
CCC(C)OC(=O)n1ccc(C(=O)Nc2nccs2)n1 (stereo unspecified) | -5 | 22 | 97 | 99 | -6 | 89 | 6 | -3
Cc1ccc(C)c(OCC(=O)Nc2ccc(S(=O)(=O)N3CCN(C)CC3)cc2)c1 | 7 | 1 | 103 | 98 | 6 | 92 | 4 | -2
